ELG1 genotoxic: genotoxicity induction in ELG1-luciferase HEK293T cells. HEK293T ELG1-luciferase reporter, luminescence, 16 h. Potency, µM (titrated, usually from 46 µM), for inactives: at the top dose activity change, positive = activation, hits mostly activators. 1.3% of 330,000 active. AID 504466; also: potency is read from the fitted curve at half-maximal effect; % of control where 0% means no effect; nearly all actives have a fitted effect of over 60% in size
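Reporter readout depends on ELG1 protein level, which increases with genetic stress. After 16 hr compound exposure at 37 °C, luciferase activity was quantified using ONE-Glo.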
NPC1 promoter act: activates the NPC1 promoter. Huh7 NPC1 promoter luciferase reporter, 24 h. 2.4% of 320,000 active. Potency, µM (highest dose often 9.22 µM), for the others: at the top dose activation, usual class: activators;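 also: potency is read from the fitted curve at half-maximal effect; % of control where 0% means no effect; nearly all actives have a fitted effect of over 60% in size; reporter is driven by a mutant NPC1 promoter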
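Luminescence from an NPC1 promoter-driven luciferase reporter in stably transfected Huh7 cells was measured after 24 h compound treatment at 37 °C, followed by 10 min ambient incubation with luciferase detection reagent.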
ELG1 repair inh: blocks ELG1-dependent DNA repair in HEK293T cells | 2.3% of 330,000 active | HEK293T ELG1-luciferase reporter, luminescence, 16 h; DNA damage induced by 5-fluorouridine | Potency, µM (titrated, usually from 46.1 µM), inactives show at the highest dose activity change, negative = inhibition, usual class: inhibitors; also: potency is read from the fitted curve at half-maximal effect; % is scaled to controls: 0 for no effect and ±100 for the full control effect; nearly all actives have a fitted effect of over 55% in size
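Cells (2,000 per well) received 5-fluorouridine plus test compound or DMSO and were incubated 16 hr at 37 °C, 5% CO2. Luciferase activity was read by luminescence 30 min after ONE-Glo addition; signal suppression marked inhibition of damage-induced ELG1 function.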
Tb PFK inh: inhibitors of T. brucei phosphofructokinase; T. brucei PFK, ADP-Glo luminescence; Potency, µM (doses to about 57.5 µM), for inactives: at the highest dose activity, negative = inhibition, actives largely listed as inhibitors; 0.17% of 330,000 active;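 also: potency is read from the fitted curve at half-maximal effect; 0% = uninhibited 1x PFK enzyme wells and -100% = no-enzyme wells; nearly all actives have a fitted effect of over 60% in size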
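Compounds were pin-transferred as a titration series up to 57 uM into substrate buffer (0.5 mM F6P, 0.1 mM ATP, pH 8.0), then 1.25 nM PFK was added and reactions ran 45 min before ADP-Glo detection.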
FLuc modulator: counter-screen for miR-21 project: firefly luciferase inhibitors or activators; 6.9% of 360,000 active; purified FLuc, Km substrates, luminescence inhibition; AID 588342; Potency, µM (highest dose often 57.5 µM), without a hit: at the highest dose activity change, negative = inhibition, actives largely listed as inhibitors; P08659;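 also: potency is read from the fitted curve at half-maximal effect; plate controls were vehicle for no effect and reference inhibitor for full effect; nearly all actives have a fitted effect of over 55% in size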
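Purified P. pyralis luciferase, 10 nM final, with Km-level 10 uM D-luciferin and 10 uM ATP in 50 mM Tris acetate pH 7.5, 10 mM Mg acetate, 0.01% Tween-20, 0.05% BSA; 6-point qHTS titration about 60 µM downward; luminescence read.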
TRPV1 ag: human TRPV1 agonism. Q8NER1. activation, % at 8.33 µM. 0.19% of 320,000 active. AID 540275. TRPV1-expressing cells, Fluo-8 calcium influx, agonist mode; in the data active = activation above about 80%; inconclusive = between about 30% and that limit; also: 0% is about no effect
Target sequence (Q8NER1 whole entry, looked up): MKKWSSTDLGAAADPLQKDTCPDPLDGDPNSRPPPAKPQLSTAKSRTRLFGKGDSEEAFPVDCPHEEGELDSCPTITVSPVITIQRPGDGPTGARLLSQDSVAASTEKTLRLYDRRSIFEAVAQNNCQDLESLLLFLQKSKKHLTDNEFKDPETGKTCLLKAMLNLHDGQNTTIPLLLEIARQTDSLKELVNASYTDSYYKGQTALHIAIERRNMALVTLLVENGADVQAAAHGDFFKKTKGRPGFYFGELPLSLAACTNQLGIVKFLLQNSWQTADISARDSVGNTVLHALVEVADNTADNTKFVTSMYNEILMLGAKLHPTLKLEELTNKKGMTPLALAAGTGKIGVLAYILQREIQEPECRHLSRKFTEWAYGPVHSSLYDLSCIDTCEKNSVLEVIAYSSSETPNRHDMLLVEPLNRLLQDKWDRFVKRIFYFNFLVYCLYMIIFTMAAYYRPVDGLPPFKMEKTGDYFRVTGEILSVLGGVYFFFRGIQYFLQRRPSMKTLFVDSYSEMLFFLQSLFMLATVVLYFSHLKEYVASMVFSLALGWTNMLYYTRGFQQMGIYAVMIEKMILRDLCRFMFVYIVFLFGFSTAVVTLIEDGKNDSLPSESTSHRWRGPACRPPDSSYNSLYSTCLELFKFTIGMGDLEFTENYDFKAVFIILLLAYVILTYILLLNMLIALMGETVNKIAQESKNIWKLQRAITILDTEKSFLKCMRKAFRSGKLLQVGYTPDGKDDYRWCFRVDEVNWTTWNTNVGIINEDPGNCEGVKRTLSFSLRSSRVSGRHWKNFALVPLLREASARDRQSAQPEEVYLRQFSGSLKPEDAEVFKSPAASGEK
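Cells expressing TRPV1 were dye-loaded with Fluo-8 and read kinetically: 10 s baseline, 3 min after compound (agonist portion), then 2 min after EC20 capsaicin (allosteric enhancer portion). Calcium-bound dye fluorescence at 480/520 nm.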
VP16 counter: inhibits Gal4-VP16 luciferase reporter, ROR gamma counter-screen; Potency, µM (doses to about 53.6 µM), inactives show at the highest dose activity, negative = inhibition, usual class: inhibitors; 3.5% of 310,000 active; Drosophila S2 Gal4-VP16 UAS-luciferase, luminescence, 20 h;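 also: Gal4-VP16 expression switched on by copper sulfate through the metallothionein promoter; potency is read from the fitted curve at half-maximal effect; % is scaled to controls: 0 for no effect and ±100 for the full control effect; nearly all actives have a fitted effect of over 50% in size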
RORgamma inh: ROR gamma (mouse) transcription inhibition; P51450; Drosophila S2 Gal4-RORgamma UAS-luciferase reporter, 20 h; Potency, µM (titrated, usually from 53.6 µM), for inactives: top-dose activity change, negative = inhibition, usual class: inhibitors; 5.4% of 310,000 active; also: potency is read from the fitted curve at half-maximal effect; % is scaled to controls: 0 for no effect and ±100 for the full control effect; nearly all actives have a fitted effect of over 60% in size
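ROR gamma transcriptional activity was tracked as Gal4-UAS luciferase output in stably transfected Drosophila Schneider cells, with compound added 1 hr before 700 uM copper sulfate induction and a 20 hr ambient-temperature incubation.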
Rab9 promoter act: activators of Rab9 promoter. Huh7 Rab9 promoter-luciferase reporter, luminescence, 24 h. Potency, µM (titrated, usually from 9.22 µM), for the others: at the highest dose activation, negative = inhibition, most hits filed as activators. 2.8% of 320,000 active; also: potency is read from the fitted curve at half-maximal effect; % of control where 0% means no effect; nearly all actives have a fitted effect of over 60% in size
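Measured in stably transfected Huh7 cells bearing a Rab9 promoter–luciferase construct: 24 h compound treatment at 37 °C, followed by luminescence detection.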
BRCA1 expr up: activators of BRCA1 expression | 1.1% of 380,000 active | Potency, µM (top dose mostly 46.1 µM), inactives show top-dose activation, usual class: activators | MCF7-BRCA1-FFLuc reporter, luminescence, 48 h; response scale: scaled: vehicle 0%, 10 µM genistein 100% | AID 624202; also: potency is read from the fitted curve at half-maximal effect; nearly all actives have a fitted effect of over 80% in size; some results filed as inactive show a strong effect at the top dose
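First, MCF7-BRCA1-FFLuc cells (2000/well) attach for 2 h; next, compounds are pin-added and incubated 48 h at 37 °C; finally, luciferase reagent is added and luminescence read after 15 min.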
p53 reactivator: mutant p53 re-activation in reporter cells. H1299 p53-A138V BP100-luciferase reporter, luminescence, 24 h. Potency, µM (titrated, usually from 92.2 µM), inactives show top-dose activity change, positive = activation, usual class: activators. 0.063% of 320,000 active; also: potency is read from the fitted curve at half-maximal effect; % of control where 0% means no effect; nearly all actives have a fitted effect of over 45% in size
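p53-null H1299 cells stably carrying temperature-sensitive p53-A138V and a BP100-luciferase reporter were pinned with compounds (4-point, 1:5 series) and held 24 hrs at 37 deg C. Luminescence was read 10 min after detection reagent.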
The depositor's hits bear a star; ? = inconclusive; / = not tested or not shown; & = joins results of further samples; [ ] = remark or other dose. Unless noted, calls follow the shape of the dose curve; as a rule, active = well fitted curve in the direction sought with a large enough effect; inconclusive = small, poorly fitted or top-dose-only effect, or another doubt; inactive = no such curve, though single readings can be large; an effect the other way counts as inactive or inconclusive.

smiles	ELG1 genotoxic	NPC1 promoter act	ELG1 repair inh	Tb PFK inh	FLuc modulator	TRPV1 ag	VP16 counter	RORgamma inh	Rab9 promoter act	BRCA1 expr up	p53 reactivator
CCS(=O)c1ccccc1C(=O)OCC(=O)N1CCC(c2ccccc2)=N1 (stereo not given)	-2%	/	-19%	?	/	/	/	/	/	0%	-13%
CCNS(=O)(=O)c1ccc(CCC(=O)Nc2ccccc2C(=O)OC)cc1	1%	0%	-2%	1%	0%	4	2%	7%	-4%	0%	-1%
COc1ccc(NC(=O)CN2C(=O)COc3ccc(C)cc32)cc1	0%	0%	1%	1%	3%	3	-9%	1%	-1%	0%	-1%
O=C(CN1C(=O)C2C3C=CC(C4CC34)C2C1=O)OCC(=O)c1ccccc1 (stereo not given)	2%	0%	10%	0%	-9%	2	0%	-2%	-4%	19%	-6%
COc1ccc(Cl)cc1NC(=O)CN(C)C(C)C(=O)NC(=O)NC1CCCCC1 (stereo not given)	-8%	1%	?	-5%	-2%	19	/	/	-2%	-44%	-11%
COc1ccc2nc(NC(=O)C3CCN(S(=O)(=O)c4cccnc4)CC3)sc2c1	-21%	-3%	?	1%	-9%	1	3%	19%	0%	-22%	1%
COc1cc(/C=N/Nc2ncc(C(F)(F)F)cc2Cl)cc(OC)c1OC	-5%	-5%	?	-1%	-1%	2	20µM*	?	-3%	-17%	4%
COc1ccc(CC(=S)NCCc2ccccc2)cc1	2%	-1%	15%	0%	?	11	-1%	-43%	4%	0%	/
Cc1ccc(N(CC(=O)NC2CCCCC2)C(=O)CNC(=O)c2ccco2)cc1C	-2%	-4%	5%	3%	6%	2	2%	11%	0%	-11%	-5%
O=C(NCC1CCCN1S(=O)(=O)c1cccs1)C(=O)Nc1ccc(F)cc1F (stereo not given)	0%	0%	-4%	-1%	-8%	13	/	/	-1%	10%	-10%
Cc1ccccc1-n1c(SCc2cccc(F)c2)nc2[nH]ncc2c1=O	4%	-4%	-10%	6%	1%	?	-12%	12%	-6%	-21%	-20%
CC(=O)N1CCc2cc(S(=O)(=O)CCC(=O)Nc3ccc(Cl)cc3F)ccc21	-1%	1%	11%	-2%	1%	-1	-4%	-12%	-1%	2%	13%
CCOC(=O)c1cc2c(=O)n3ccccc3nc2n(Cc2ccco2)c1=NC(=O)c1ccccc1OC	-3%	-3%	?	-6%	-4%&-1%	-1	4%	-34%	0%	-25%	1%
COc1cccc(N/C=C/C(=O)c2ccc(C)cc2)c1	1.5µM*	0.45µM*	?	2%	0.24µM*	24	?	?	0.5µM*	?	5%
CCn1c(C)cc(C(=O)CSc2nnc(-c3ccco3)o2)c1C	14%	13%	?	1%	-10%	-2	/	/	25%	49%	?
Cc1ccc(/C=C/C(=O)Nc2ccc([N+](=O)[O-])c(NC(=O)/C=C/c3ccc(C)o3)c2)o1	6%	-6%	19%	-10%	-12%	2	?	5%	-5%	-45%	-12%
CCOc1ccc(C(=O)Nc2c3c(nn2-c2cccc(Cl)c2)CS(=O)C3)cc1 (stereo not given)	0%	1%	-4%	7%	18%	-4	3%	-22%	8%	-18%	-23%
CC(C)[C@H](NS(=O)(=O)c1ccc2c(c1)OCCO2)C(=O)OCC(=O)Nc1cc(Cl)ccc1Cl	-4%	0%	18µM*	2%	1%	2	?	8%	-9%	-15%	4%
CC(C)N(C(=O)CSc1nnnn1C1CCCC1)C(C)C	-2%	1%	5%	6%	9%	7	8%	5%	9%	-7%	-6%
COc1ccc(/C=C/C(=O)c2cc(Cl)cc(Cl)c2O)c(OC)c1	-1%	-4%	-6%	-1%	?	-1	-3%	25%	-3%	-3%	-4%
CCC(OC(=O)c1nsc(Cl)c1Cl)C(=O)NCCc1ccccc1 (stereo not given)	1%	-5%	6%	1%	-1%	17	11%	-9%	-4%	-2%	6%
CCCCCOc1ccccc1C(=O)NCCC(=O)O	-3%	0%	22%	11%	-4%	0	-18%	-2%	3%	-6%	1%
Cc1ccc(S(=O)(=O)N2CCCCC2)cc1C(=O)Nc1ccccn1	-1%	0%	-1%	0%	3%	-1	0%	2%	-4%	-2%	-3%
O=C(CSc1nnc(-c2ccccc2Cl)o1)N1CCOCC1	?	2.2µM*	?	9%	19µM*	?	-7%	-20%	3.5µM*	?	?
CC1CC(C)CN(S(=O)(=O)c2ccccc2[N+](=O)[O-])C1 (stereo not given)	-2%	-1%	-5%	-1%	6%	23	-3%	-4%[10 µM]	-2%	-20%	0%
CCN(CC)S(=O)(=O)c1ccc2oc(C(=O)N3CCOCC3)c(C)c2c1	-1%	-7%	-8%	-7%	-6%	28	-7%	4%	5%	-8%	-5%
CC(C)CCNC(=O)CSc1nnc(-c2ccc(S(=O)(=O)N3CCCC3)cc2)n1C	1%	-1%	14%	-13%	0%	-5	-6%	-1%	-2%	-1%	1%
COc1ccccc1C(CNC(=O)c1ccc(S(=O)(=O)N2CCCCC2)cc1)N(C)C (stereo not given)	4%	-4%	4%	-1%	0%	-2	/	/	2%	-21%	-4%
CC(=O)c1ccc(NC(=O)Nc2ccccc2)cc1	1.8µM*	0.45µM*	?	-5%	7.6µM*	?	?	20%	0.32µM*	0%	?
CCCOc1ccc(C2(C(=O)O)CCCC2)cc1	-5%	-1%	4%	-5%	3%	4	1%	-13%	-6%	16%	5%
O=C1/C(=C/c2cccnc2)Oc2cc(OS(=O)(=O)c3ccc(Cl)cc3)ccc21	3%	4%	15µM*	-2%	-3%	4	3%	13%	0%	-74%	0%
COc1ccccc1-c1cc(C(=O)N2CCOCC2)no1	2.9µM*	?	?	0%	13µM*	?	1%	-22%	2.2µM*	?	?
Cc1ccccc1N1CCN(C2=NC(=O)/C(=C/c3cn[nH]c3-c3ccccc3)S2)CC1	1%	-1%	0.82µM*	2%	4%	-1	-15%	-4%	-2%	18%	1%
CCN1C(=NCCCCO)N[C@@H](c2cccc(C(F)(F)F)c2)C(C(=O)OC)=C1C	-1%	-5%&-4%	-12%	-2%&-5%	1%&3%	1&-4	1%&-7%	-31%&-1%	-1%&-1%	1%	12%

Sorted by molecular weight (rising): part of the list above
smiles	ELG1 genotoxic	NPC1 promoter act	ELG1 repair inh	Tb PFK inh	FLuc modulator	TRPV1 ag	VP16 counter	RORgamma inh	Rab9 promoter act	BRCA1 expr up	p53 reactivator
CC1CC(C)CN(S(=O)(=O)c2ccccc2[N+](=O)[O-])C1 (stereo not given)	-2%	-1%	-5%	-1%	6%	23	-3%	-4%[10 µM]	-2%	-20%	0%
Cc1ccc(S(=O)(=O)N2CCCCC2)cc1C(=O)Nc1ccccn1	-1%	0%	-1%	0%	3%	-1	0%	2%	-4%	-2%	-3%
COc1cc(/C=N/Nc2ncc(C(F)(F)F)cc2Cl)cc(OC)c1OC	-5%	-5%	?	-1%	-1%	2	20µM*	?	-3%	-17%	4%
O=C(NCC1CCCN1S(=O)(=O)c1cccs1)C(=O)Nc1ccc(F)cc1F (stereo not given)	0%	0%	-4%	-1%	-8%	13	/	/	-1%	10%	-10%
CC(C)CCNC(=O)CSc1nnc(-c2ccc(S(=O)(=O)N3CCCC3)cc2)n1C	1%	-1%	14%	-13%	0%	-5	-6%	-1%	-2%	-1%	1%
CCOC(=O)c1cc2c(=O)n3ccccc3nc2n(Cc2ccco2)c1=NC(=O)c1ccccc1OC	-3%	-3%	?	-6%	-4%&-1%	-1	4%	-34%	0%	-25%	1%

Some of these compounds in order of length of the SMILES, falling:
smiles	ELG1 genotoxic	NPC1 promoter act	ELG1 repair inh	Tb PFK inh	FLuc modulator	TRPV1 ag	VP16 counter	RORgamma inh	Rab9 promoter act	BRCA1 expr up	p53 reactivator
Cc1ccccc1N1CCN(C2=NC(=O)/C(=C/c3cn[nH]c3-c3ccccc3)S2)CC1	1%	-1%	0.82µM*	2%	4%	-1	-15%	-4%	-2%	18%	1%
O=C1/C(=C/c2cccnc2)Oc2cc(OS(=O)(=O)c3ccc(Cl)cc3)ccc21	3%	4%	15µM*	-2%	-3%	4	3%	13%	0%	-74%	0%
CC(=O)c1ccc(NC(=O)Nc2ccccc2)cc1	1.8µM*	0.45µM*	?	-5%	7.6µM*	?	?	20%	0.32µM*	0%	?
